# MCF10A rerep: inducers of DNA re-replication in MCF 10A breast cells; MCF 10A DNA re-replication, Hoechst nuclear intensity, 48 h; Potency, µM (highest dose often 46.1 µM), for inactives: at the highest dose activity, positive = re-replication, usual class: activators; actives 2.9% (n = 350,000); note: potency is the fitted concentration of half-maximal effect; % of control where 0% means no effect; nearly all actives have a fitted effect of over 50% in size
# IL1B secr inh: blocks inflammasome-driven IL-1 beta release | THP-1 LPS/ATP IL-1B secretion, AlphaLISA, 16 h; stronger effect = lower value | activity change, % at 57.5 µM | actives 4.7% (n = 360,000); in the data active = activity change below about -50%; inconclusive = mostly about -30% to -49%; note: % is set by controls: 0 for no effect and ±100 for the full control effect
#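 Secreted IL-1B measured by AlphaLISA bead assay after 16 h compound exposure of THP-1 cells; compounds (final up to 57.5 uM) added 1 h before LPS (250 ng/mL) and ATP (1.25 mM) stimulation; lower signal means less secretion.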
# S2 tox: viability counter-screen for ATXN expression inhibitors | S2 cells (HEK-293 line with an ATXN2-luciferase reporter) viability, CellTiter-Fluor protease fluorescence, 24 h | Potency, µM (doses to about 56.7 µM), actives largely listed as cytotoxic | actives 0.49% (n = 400,000); note: potency is the fitted concentration of half-maximal effect; nearly all actives have a fitted effect of over 40% in size
# A549 viability: A549 cytotoxicity, counter-screen for Nrf2 inhibitors. actives 0.16% (n = 390,000). Potency, µM (doses to about 46 µM), for the others: at the highest dose activity change, negative = cytotoxicity, hits mostly inhibitors. A549 ARE-Fluc cells, CellTiter-Fluor viability, 18-24 h; note: potency is the fitted concentration of half-maximal effect; % is set by controls: 0 for no effect and ±100 for the full control effect
#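 Cytotoxicity counterscreen: CellTiter-Fluor fluorescence was measured in A549 ARE_Fluc cells after 18-24 h of compound exposure in a concentration series. The subsequent BugLite luminescent read reports ARE-luciferase activity.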
# ATXN2 expr inh: inhibitors of ATXN2 expression; HEK-293 ATXN2-luciferase reporter, luminescence, 24 h; actives 0.72% (n = 360,000); AID 1745845; Potency, µM (doses to about 57 µM), for the others: at the highest dose activity change, negative = inhibition, most hits filed as inhibitors; note: potency is the fitted concentration of half-maximal effect; % is set by controls: 0 for no effect and ±100 for the full control effect; nearly all actives have a fitted effect of over 55% in size
#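 ATXN2-luciferase reporter cells (luciferase flanked by upstream and downstream ATXN2 gene portions) were treated 24 h at 37 °C with compounds at up to 57 uM. SteadyGlo luminescence gave expression; GF-AFC fluorescence gave viability.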
# HepG2 tox: counter-screen for TGF-b inhibitors: cytotoxicity in HepG2 cells; HepG2 CAGA-GFP viability, ATP luminescence, 18 h; Potency, µM (top dose mostly 46.1 µM), inactives show at the top dose activity change, negative = cytotoxicity, usual class: cytotoxic; actives 0.76% (n = 410,000); AID 588856; note: potency is the fitted concentration of half-maximal effect; some results filed as inactive show a strong effect at the top dose
#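 HepG2 CAGA-GFP cells (1000/well, DMEM with 1% FBS) received compound, then TGF-beta at 500 pg/mL final, and were incubated 18 hours at 37 degrees C. Viability was read by CellTiter-Glo luminescence. Media-only wells were set as complete cell-killing and DMSO as no toxicity.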
# Nrf2 activator: activators of Nrf2 (ARE) signaling; AREc32 ARE-luciferase reporter (MCF7-derived line), luminescence, 24 h; Potency, µM (series often up to 46.1 µM), for the others: at the top dose activation, usual class: activators; actives 0.31% (n = 410,000); note: potency is the fitted concentration of half-maximal effect; % of control where 0% means no effect; nearly all actives have a fitted effect of over 65% in size
#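 Steps: seed AREc32_Fluc cells (1000/well, 5% FBS OPTI-MEM); incubate overnight at 37 deg C; add 23 nL compound; incubate 24 hr; add Steady-Glo; hold 30 min RT; read luminescence.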
# Nrf2 block: Nrf2 pathway inhibition; Potency, µM (highest dose often 46 µM), for inactives: at the top dose activity change, negative = inhibition, usual class: inhibitors; A549 ARE-Fluc reporter, luciferase luminescence, 18-24 h; actives 2.1% (n = 360,000); note: potency is the fitted concentration of half-maximal effect; % is set by controls: 0 for no effect and ±100 for the full control effect; nearly all actives have a fitted effect of over 60% in size
#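 Two sequential reads on A549 ARE_Fluc cells exposed to compound for 18-24 h: a CellTiter-Fluor fluorescence read for viability, then a luciferase luminescence read for Nrf2/ARE activity.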
# TGFb inhibitor: inhibitors of TGF-b signaling; HepG2 CAGA-GFP TGF-b/SMAD3 reporter, GFP fluorescence, 18 h; TGF-beta stimulated, 500 pg/mL final; actives 1.2% (n = 410,000); Potency, µM (titrated, usually from 46.1 µM), for inactives: top-dose activity, negative = inhibition, actives largely listed as inhibitors; note: potency is the fitted concentration of half-maximal effect; % is set by controls: 0 for no effect and ±100 for the full control effect; nearly all actives have a fitted effect of over 65% in size
#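 Inhibition was scored as loss of TGF-beta-induced (500 pg/mL final, 18 hours, 37 degrees C) GFP in HEPG2 cells carrying a CAGA-GFP reporter, in DMEM with 1% FBS. Well GFP was summed per cell; Activity was normalised to unstimulated and stimulated DMSO wells, then concentration-response fitting.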
# Starred values were filed as active, the others as inactive; i = inactive; ? = inconclusive; / = no result given; & = joins results of further samples; ! = repeats disagree; [ ] = remark or other dose. Unless noted, calls come from the whole dose curve; as a rule, active = well fitted curve in the direction sought with a large enough effect; inconclusive = small, poorly fitted or top-dose-only effect, or another doubt; inactive = no such curve, though single readings can be large; an effect the other way counts as inactive or inconclusive. The order is random; overall some 8.8% were active at least once.
SMILES,MCF10A rerep,IL1B secr inh,S2 tox,A549 viability,ATXN2 expr inh,HepG2 tox,Nrf2 activator,Nrf2 block,TGFb inhibitor
COc1ccccc1-c1cn[nH]c1-c1ccc(OCC(=O)NN)cc1O,-1%,14,?,1%,/,-9%,0.3%,-2%,14%
CCOc1ccccc1N1CCN(C(=O)C2CSC3(C)CCC(=O)N23)CC1 (stereo not given),-6%,16,i,9%,6%,-9%,0.0%,5%,-8%
COc1cc(CN(C)Cc2cc(=O)n3ccsc3n2)ccc1OC(F)F,-4%,6,i,-8%,/,4%,2.2%,?,-30%
CCOc1cc(/C=C/c2nc3ccccc3c(=O)[nH]2)ccc1O,?,-3,i,-7%,13%,-1%,5.5%,-13%,9%
CCOc1ccccc1C(=O)OCC(=O)NCc1ccc2c(c1)OCO2,-1%,38,i,9%,13%,12%,0.4%,13%,-19%
C=CCOC(=O)C1=C(C)N(C)C(=O)NC1c1cc2c(cc1Br)OCO2 (stereo not given),-3%,-8,i,-2%,7%,-20%,-0.5%,-6%,3%
COc1ccc(Oc2nc3c(c(=O)n(Cc4ccc(Br)cc4)c(=O)n3C)n2C)cc1,/,/,i,0%,7%,5%,0.2%,2%,9%
COc1ccccc1NC(=O)CSc1nnc(C)s1,6%,6,i,-3%,18%,-13%,-0.5%,-2%,-17%
O=C1NC[C@H](CCCCN2CCN(CCc3ccc(O)cc3)C(=O)C2=O)N(CCc2ccc(O)cc2)C1=O,/,4,i,/,6%,/,0.1%,/,/
COc1cc(NS(=O)(=O)c2ccc(NC(=O)c3ccc(OC)c(Br)c3)cc2)nc(OC)n1,/,/,i,18%,-2%,-9%,2.8%,?,-1%
C#CCn1c(=NC(=O)c2ccc(S(=O)(=O)N3CCCc4ccccc43)cc2)sc2cc(S(N)(=O)=O)ccc21,1%,16,i,6%,-3%,5%,0.6%,-1%,?
Nc1c(Cl)cc(S(N)(=O)=O)cc1S(N)(=O)=O,-2%,37,i,1%,/,24%,0.1%,1%,21%
Cc1nc2nc(SCC(=O)N3CCOCC3)nn2c(C)c1Cc1c(F)cccc1Cl,-1%,46,i,10%,-4%,-5%,0.6%,-4%,3%
O=C(NC12CC3CC(CC(C3)C1)C2)C1CC(=O)N(c2ccccc2)C1 (stereo not given),-1%,13,i,7%,3%,-1%,1.0%,/,-6%
CC(C)(C)C(=O)CNS(=O)(=O)c1ccc(S(=O)(=O)NC2CC2)cc1,-1%,-2,i,0%,108%[activator],-2%,5.8%,-8%,-1%
CC1CCC(Nc2nnnn2-c2ccccc2)CC1 (stereo not given),1%,16,i,-2%,4%,-10%,0.1%,?,-18%
COc1cc(C(=O)Nc2ccc(-c3nc4ccccc4o3)c(O)c2)cc(OC)c1OC,/,/,i,6%,5%,-39%,1.3%,-17%,0%
CCN(C(=O)COC(=O)c1cccs1)c1c(N)n(Cc2ccccc2)c(=O)[nH]c1=O,2%,4,i,2%,4%,-44%,2.8%,0%,0%
COc1cc(/C=C2\NC(=O)NC2=O)cc(Br)c1OC,-15%,23,i,-5%,-6%,24%,3.1%,?,?
COc1ccccc1C(=O)NCCC(=O)N(Cc1ccco1)Cc1cccs1,1%,-20,i,2%,0%,-27%,16%,-1%,3%
O=C1CCC(=O)O1,-33%[inhibitor],-54*,i,-4%,0%,-3%,-1.0%,-11%,0%
COc1ccc2sc(-c3ccccc3OC)c(C#Cc3cncn3C)c2c1,?,-21,i,16%,-11%,-91%,-2.8%,?,?
COC(=O)c1ccccc1NC(=S)NC(=O)c1ccc2ccccc2c1,?,0,i,14%,5%,-17%,3.9%,?,2%
COc1nc(-c2ccccc2)ccc1-c1noc(-c2cccnc2)n1,-2%,-6,i,13%,15%,9%,-0.3%,4%,-26%
CCCCn1c(N)c(N(CCOC)C(=O)C2CCN(S(=O)(=O)c3ccc(C)c(C)c3)CC2)c(=O)[nH]c1=O,1%,28,i,-2%,6%,0%,0.1%,1%,11%
CC1CCN(CCCNS(=O)(=O)c2ccc3c(c2)CCN3C(=O)C2CC2)CC1,3%,-1,i,-7%,/,8%,-0.1%,-2%,14%
O=C(Nc1ccccc1C(=O)NCCCn1ccnc1)c1ccccc1,-3%,-7,i,2%,-11%,-37%,0.3%,9%,-18%
COc1ccccc1CNC(=O)c1cc2ccccc2o1,4%,10,i,7%,0%,13%,6.9%,?,-13%
Cc1ccc(/C=N/Nc2nnc(Cl)c3ccccc23)cc1,7%,-62*,i,7%,37%[activator],-17%,?,?,-9%
CCOC(=O)c1ccc(N2Cc3ccccc3C2=NC(=O)c2cccs2)cc1,5%,61,i,1%,45%[activator],-2%,3.4%,9%,-9%

# Profiles, quoted from the list. Screens in order: MCF10A rerep | IL1B secr inh | S2 tox | A549 viability | ATXN2 expr inh | HepG2 tox | Nrf2 activator | Nrf2 block | TGFb inhibitor
# COC(=O)c1ccccc1NC(=S)NC(=O)c1ccc2ccccc2c1 is entered as ? | 0 | i | 14% | 5% | -17% | 3.9% | ? | 2%
# CCOC(=O)c1ccc(N2Cc3ccccc3C2=NC(=O)c2cccs2)cc1 is entered as 5% | 61 | i | 1% | 45%[activator] | -2% | 3.4% | 9% | -9%

# Compounds from the list above that have a Cl atom (three):
SMILES,MCF10A rerep,IL1B secr inh,S2 tox,A549 viability,ATXN2 expr inh,HepG2 tox,Nrf2 activator,Nrf2 block,TGFb inhibitor
Nc1c(Cl)cc(S(N)(=O)=O)cc1S(N)(=O)=O,-2%,37,i,1%,/,24%,0.1%,1%,21%
Cc1nc2nc(SCC(=O)N3CCOCC3)nn2c(C)c1Cc1c(F)cccc1Cl,-1%,46,i,10%,-4%,-5%,0.6%,-4%,3%
Cc1ccc(/C=N/Nc2nnc(Cl)c3ccccc23)cc1,7%,-62*,i,7%,37%[activator],-17%,?,?,-9%

# A few values from the list:
# In Nrf2 activator, COc1nc(-c2ccccc2)ccc1-c1noc(-c2cccnc2)n1 has -0.3%
# In ATXN2 expr inh, C=CCOC(=O)C1=C(C)N(C)C(=O)NC1c1cc2c(cc1Br)OCO2 (stereo not given) has 7%

# New compounds follow:
SMILES,MCF10A rerep,IL1B secr inh,S2 tox,A549 viability,ATXN2 expr inh,HepG2 tox,Nrf2 activator,Nrf2 block,TGFb inhibitor
COc1ccc(N2CCN(c3oc(-c4ccc(OC)c(OC)c4)nc3C#N)CC2)cc1,-35%[inhibitor],-7,i,0%,-24%,-1%,0.0%,5%,-2%
Cc1csc(Nc2nc(N)c(C(=O)Nc3ccccc3)o2)n1,4%,-12,i,-3%,35%,8%,2.4%,?,3%
CCC(=O)c1cn(CC(=O)Nc2ccc(OC)cc2)c2ccccc12,9%,4,i,-7%,10%,-37%,0.1%,15%,-22%
CCOC(=O)c1c(C)nc(-c2ccccc2)nc1N,9%,55,i,-15%,99%[activator],2%,13µM*,?,1%
CCCC[C@H]1COCCS(=O)(=O)N1Cc1ccc(Br)cc1,5%,-16,i,3%,-18%,0%&-20%,-0.2%,-25%,10µM*!
Cc1ccc2oc(C(=O)Nc3ccc(S(=O)(=O)Nc4nc(C)cc(C)n4)cc3)cc(=O)c2c1,/,/,i,1%,0%,5%,-0.2%,?,3%
Cn1cc(S(=O)(=O)Nc2cccc(F)c2)c(=O)n(C)c1=O,5%,12,i,0%,5%,4%,-0.2%,0%,10%
CCCCSc1nc2sc3c(c2c(=O)[nH]1)CC(C)(CC)OC3 (stereo not given),?,-7,i,-6%,-5%,-24%,-1.6%,-20%,-5%
C(=N\N1CCOCC1)/c1nc(-c2ccccc2)n2ccccc12,-10%,42,i,-3%,0%,-3%,4.1%,15%,1%
C/C(CCC1CC(C)OC1=O)=N/Nc1nc(-c2ccccc2)cs1 (stereo not given),10%,11,i,10%,-15%,-10%,7.2%,15%,-20%
O=C(Nc1cccc(NC(=O)c2cccs2)c1)c1ccc2c(c1)OCCO2,1%,-9,i,-27%,-10%,-33%,0.4%,18%,-8%
CC(C)(C)c1ccc(C2=CSC3=NCCN23)cc1,?,?,i,-7%,-10%,-17%,-0.1%,-8%,15%
Cc1nn(-c2ccccc2)c(N2CCCC2)c1/C=N/n1cnc2scc(-c3ccccc3)c2c1=O,?,37,i,1%&-6%,-11%,-3%&-7%,0.0%,?,?
Cn1c(=O)c2c(-c3ccccc3)n(-c3cc(Cl)c([N+](=O)[O-])cc3O)cc2n(C)c1=O,/,52,i,/,-3%,-51%,3.8%,/,?

# Rewritten as tab-separated lines: two of the compounds above.
canonical_smiles	MCF10A rerep	IL1B secr inh	S2 tox	A549 viability	ATXN2 expr inh	HepG2 tox	Nrf2 activator	Nrf2 block	TGFb inhibitor
COc1ccc(Oc2nc3c(c(=O)n(Cc4ccc(Br)cc4)c(=O)n3C)n2C)cc1	/	/	i	0%	7%	5%	0.2%	2%	9%
O=C(Nc1cccc(NC(=O)c2cccs2)c1)c1ccc2c(c1)OCCO2	1%	-9	i	-27%	-10%	-33%	0.4%	18%	-8%
